Assay outcomes deposited in PubChem by several laboratories.
SKN-1 inh – C. elegans SKN-1 inhibition; 360,000 tested, 0.49% active; inhibition, % at 21.8 µM; C. elegans VP596 Pgst-4::GFP/RFP ratio, acrylamide-induced, 24 h;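 active = interference check ratio from 0.5 to 1.5 plus GFP to RFP signal ratio inhibition reaching or exceeding a fixed threshold, cut at about 30% in these data, passing the limit was not always enough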; also: some compounds called inactive have numbers as strong as hits
CendR NRP1 mod – modulators of CendR peptide binding to human neuropilin-1; O14786; FAM-RPARPAR peptide binding to NRP-1, fluorescence polarization; inhibition, % at 25 µM; 360,000 tested, 0.85% active;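 active = inhibition or corrected inhibition above about 18%, plus a signal ratio from 0.5 to 1.5, limit read from the data, passing the limit was not always enough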; also: strong numbers were not always called active
MsrA inhibitor – inhibits bovine methionine sulfoxide reductase A | inhibition, % at 15.5 µM | AID 651718 | purified bovine MsrA, absorbance read-out | 360,000 tested, 0.75% active; in the data active = inhibition above about 4.5%;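 also: 0% = vehicle wells with enzyme and 100% = reference inhibitor wells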
Neddyl block – inhibitors of human cullin neddylation; P61081+Q13564; TR-FRET cullin neddylation, biochemical; calls only at 25 µM; 360,000 tested, 0.58% active; AID 651699; in the data active = inhibition above about 36%
Target sequence (P61081 whole entry, looked up): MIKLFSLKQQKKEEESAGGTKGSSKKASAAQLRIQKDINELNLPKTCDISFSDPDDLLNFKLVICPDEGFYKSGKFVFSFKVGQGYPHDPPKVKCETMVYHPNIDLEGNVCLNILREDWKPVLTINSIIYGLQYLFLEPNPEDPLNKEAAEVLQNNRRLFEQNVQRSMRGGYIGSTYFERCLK
Target sequence (Q13564 whole entry, looked up): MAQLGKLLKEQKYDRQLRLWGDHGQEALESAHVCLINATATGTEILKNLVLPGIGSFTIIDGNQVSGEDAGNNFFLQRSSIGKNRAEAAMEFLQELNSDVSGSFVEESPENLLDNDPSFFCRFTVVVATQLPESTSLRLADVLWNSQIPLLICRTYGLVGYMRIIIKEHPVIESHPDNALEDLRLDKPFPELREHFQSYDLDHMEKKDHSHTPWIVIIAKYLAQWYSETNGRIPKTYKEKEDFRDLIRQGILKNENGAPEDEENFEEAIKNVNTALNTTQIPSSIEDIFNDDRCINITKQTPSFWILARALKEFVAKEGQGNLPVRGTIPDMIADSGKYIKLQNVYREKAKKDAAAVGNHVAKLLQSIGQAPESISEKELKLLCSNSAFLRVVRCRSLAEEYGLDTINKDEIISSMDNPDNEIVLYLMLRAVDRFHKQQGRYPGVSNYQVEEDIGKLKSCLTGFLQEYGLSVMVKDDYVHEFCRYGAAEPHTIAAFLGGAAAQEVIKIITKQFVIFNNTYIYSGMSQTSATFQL
Rin1 Abl inh – inhibitors of human Rin1-Abl protein interaction. TR-FRET Rin1/Abl binding, biochemical. P00519+Q13671. AID 588664. 360,000 tested, 0.4% active. inhibition, % at 7.35 µM; in the data active = inhibition above about 5%, passing the limit was not always enough
eLon inh – inhibitors of E. coli Lon protease; purified E. coli Lon protease, fluorescence polarization; inhibition, % at 7.94 µM; 360,000 tested, 0.42% active; AID 602123; in the data active = inhibition above about 13%, passing the limit was not always enough;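 also: 0% = enzyme with probe and DMSO and 100% = no enzyme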
MsrA act – activators of bovine methionine sulfoxide reductase A; purified bovine MsrA, absorbance read-out; activation, % at 10.6 µM; 360,000 tested, 0.3% active; in the data active = activation above about 7.5%;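 also: 0% = vehicle and 100% = reference activator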
FAS TE block – blocks the thioesterase domain of human fatty acid synthase; inhibition, % at 15 µM; P49327; recombinant FAS-TE, OMFH fluorogenic substrate, fluorescence endpoint; AID 602261; 360,000 tested, 0.67% active;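 active = compounds whose normalised, plate-corrected inhibition of enzyme fluorescence in the single-dose primary screen is 50% or more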;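 also: 0% = DMSO with enzyme and 100% = substrate without enzyme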
MT1-MMP act inh – MT1-MMP (human) activation inhibition; HT1080 RFP-PRO-GFP cells, GFP/RFP ratio fluorescence, overnight; percent of plate control window, DMSO zero; 360,000 tested, 0.061% active; GFP/RFP ratio change, % at 20 µM; P50281;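 active = GFP/RFP ratio change of at least 30% with cell ATP level not reduced by more than half and red fluorescence within 50% of control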; also: strong numbers were not always called active
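Material: RFP-PRO-GFP reporter HT1080 cells. Dosing: single-point 20 µM compound, 1% DMSO. Controls: DMSO and RFP-L50D-GFP cell wells. Timing: cells overnight before dosing, compound overnight, 37 °C, 5% CO2. Measure: GFP/RFP fluorescence ratio.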
Starred values were filed as active, the others as inactive; i = inactive; · = not tested or not shown.

1. Cc1nnc(SCC(=O)N2CCN(S(=O)(=O)c3ccccc3)CC2)[nH]c1=O
2. CC(C(=O)c1ccc(-c2ccccc2)cc1)[n+]1cccc(C(N)=O)c1 (configuration not stated)
3. COc1ccc(C(=O)NCc2nnc(SCC(=O)Nc3nnc(C)s3)o2)cc1
4. COCCOC(=O)C1=C(N)Oc2c(oc(CO)cc2=O)C1c1ccccc1F (configuration not stated)
5. COC(=O)c1cccc(NC(=O)CC2C(=O)NCCN2C(=O)Nc2ccccc2)c1 (configuration not stated)
6. CCOC(=O)C1CCCN(S(=O)(=O)c2nc3nc(C)cc(C)n3n2)C1 (configuration not stated)
7. CC(C)(C)c1ccc(C(=O)NCC(=O)OCN2C(=O)c3ccccc3C2=O)cc1
8. Cn1c(N)c(C(=O)COC(=O)/C=C/c2cccc(Br)c2)c(=O)n(C)c1=O
screen / no.,1,2,3,4,5,6,7,8
MsrA inhibitor,0.7,-0.3,-0.9,-0.5,0.6,-0.7,0.5,0.2
eLon inh,-1,-1,-2,-21,7,-1,3,-4
FAS TE block,-3,-3,-7,-8,-2,-3,-6,1
Rin1 Abl inh,3,0,-2,-1,2,1,-3,1
Neddyl block,i,i,i,i,i,i,i,i
CendR NRP1 mod,8,10,-12,4,14,-2,-2,-9
SKN-1 inh,11,1,3,5,-5,9,7,14
MsrA act,1,-2,-8,-4,0,-8,-3,-4
MT1-MMP act inh,2,-3,-2,3,0,0,0,2

9. COc1cc(NC(=O)Nc2cc(C)on2)cc(OC)c1OC
10. CC(=O)Nc1ccc(NC(=O)C(C)OC(=O)CC2CCCCC2)cc1 (configuration not stated)
11. Cn1nc(CC(=O)Nc2ccc(N3CCN(C(=O)OC(C)(C)C)CC3)cc2)c2ccccc2c1=O
12. CC1(C)N=C(N)N=C(N)N1c1ccc(Oc2ccc(Cl)cc2)c(Cl)c1
13. CCCN(CC(=O)Nc1ccccc1OC)C(=O)CCCN1C(=O)c2ccccc2C1=O
14. Clc1cccc(COn2c(-c3ccc(Cl)cc3Cl)nc3ncccc32)c1
15. O=C1CCCc2oc3c(c21)CCCC3
16. COc1cccc(NC(=O)N2CCCCCC2)c1
screen / no.,9,10,11,12,13,14,15,16
MsrA inhibitor,-0.6,-0.5,-0.2,0.4,-0.8,1.0,0.2,1.6
eLon inh,-6,-2,-15,10,-1,0,2,-3
FAS TE block,-2,-8,-6,-4,-4,11,-2,-4
Rin1 Abl inh,0,-2,4,-1,2,2,-3,-2
Neddyl block,i,i,i,i,i,i,i,i
CendR NRP1 mod,-1,-6,3,0,4,5,-1,6
SKN-1 inh,6,-12,-1,17,6,14,2,2
MsrA act,-3,-3,-8,-1,-3,3,-1,-3
MT1-MMP act inh,1,3,3,13,2,-13,1,-1

17. CCOc1ccc(NC(=O)CN(C)C(=O)c2ccc(COc3ccccc3)o2)cc1OCC
18. CC(C)(C)c1ccc(S(=O)(=O)CC(O)CSc2nc3c(cc2C#N)CCCC3)cc1 (configuration not stated)
19. Cn1nc(-c2ccccc2F)c2cc(C(=O)N3CCN(C(=O)c4ccco4)CC3)sc21
20. CC(C)c1ccc(/C=C/C(=O)NC2CCCCC2)cc1
21. CCc1cc(C(=O)NNC(=S)NC(C)c2ccccc2)cs1 (configuration not stated)
22. COCCCN=Cc1c(-c2ccccc2)[nH]n(-c2nc3ccccc3s2)c1=O
23. CC(=O)c1ccc(NC(=O)c2cccc(S(=O)(=O)N3CCN(C)CC3)c2)cc1
24. CCOC1(c2ccccc2)CC1C(=O)N/N=C/c1cccc([N+](=O)[O-])c1 (configuration not stated)
screen / no.,17,18,19,20,21,22,23,24
MsrA inhibitor,-0.7,0.2,0.7,0.1,-0.4,2.5,1.4,1.0
eLon inh,-9,0,3,3,-6,-1,-6,1
FAS TE block,-2,-1,-2,0,0,8,-2,13
Rin1 Abl inh,2,-2,-1,-1,2,-1,2,1
Neddyl block,i,i,i,i,i,i,i,i
CendR NRP1 mod,-4,-2,13,11,0,-8,4,10
SKN-1 inh,10,-16,-9,7,9,0,0,0
MsrA act,-3,-1,-1,-2,-5,-1,-2,-2
MT1-MMP act inh,-2,-1,4,3,0,11,-1,1

25. CC(C)C[C@H](NC(=O)[C@@H]1Cc2c([nH]c3ccccc23)C2c3ccccc3C(=O)N21)C(=O)NCC1CCCO1 (some centres not stated)
26. CC1=C(C(=O)OC(C)C)C(c2ccc(F)cc2)NC(=O)N1 (configuration not stated)
27. CC(=O)Nc1ccc(S(=O)(=O)Nc2c(C)nn(-c3ccccc3)c2C)cc1
28. Cc1ccc(S(=O)(=O)N2CCC(C(=O)N[C@@H](C)C(=O)NCc3ccco3)CC2)cc1
29. CC(C)(C)C(=O)Nc1ccc(C(=O)N/N=C/c2ccccc2OC(=O)c2ccccc2)cc1
30. CSc1ncccc1C(=O)NCC(c1cccs1)N1CCOCC1 (configuration not stated)
31. CCn1c(=O)cc(OCC(=O)NCCCN2CCCC2=O)c2ccccc21
32. CC12CCC(O)CC1=CCC1C2CCC2(C)C(c3ccn[nH]3)CCC12 (configuration not stated)
screen / no.,25,26,27,28,29,30,31,32
MsrA inhibitor,-0.1,0.6,-1.0,-1.0,0.0,0.4,1.1,-1.2
eLon inh,17,0,-8,-13,2,5,-1,-2
FAS TE block,-1,-7,-6,-6,29,-4,-5,3
Rin1 Abl inh,3,-4,0,-2,0,-1,2,1
Neddyl block,i,i,i,i,i,i,i,i
CendR NRP1 mod,1,-1,-6,-13,9,-14,-1,2
SKN-1 inh,16,-19,7,10,-3,-5,-14,3
MsrA act,-9,-12,-1,-3,-5,-1,-13,-2
MT1-MMP act inh,4,3,1,2,3,1,·,-2

33. CC(=O)CN1C(=O)NC(c2ccccc2)(c2ccccc2)C1=O
34. CC(=O)c1cccc(NC(=O)C(Sc2ncnc3ccccc23)c2ccccc2)c1 (configuration not stated)
35. CC(=O)NNC(=S)NC(=O)C(c1ccccc1)c1ccccc1
36. CN1CCN(c2ccc(C(F)(F)F)cc2NC(=O)c2ccco2)CC1
37. CCOc1ccc(N2C(=O)c3cccnc3C2Nc2ccc(F)cc2)cc1 (configuration not stated)
38. Clc1nc(Cl)nc(NCCC2=CCCCC2)n1
39. Cc1nc(N2CCC(C)CC2)c2c(C)c(C(=O)Nc3ccccc3C(F)(F)F)sc2n1
40. CCN1CCn2c3c(c4cc(Cl)ccc42)CCCC31 (configuration not stated)
screen / no.,33,34,35,36,37,38,39,40
MsrA inhibitor,-0.3,1.6,-0.5,0.9,-0.6,-0.4,-0.1,0.9
eLon inh,7,2,-10,-3,-5,8,8,4
FAS TE block,-4,18,-6,0,9,-8,37,3
Rin1 Abl inh,5,-2,1,1,-4,2,3,-4
Neddyl block,i,i,i,i,i,i,i,i
CendR NRP1 mod,-9,8,-1,13,5,1,-5,-20
SKN-1 inh,9,9,18,1,7,-8,25,-1
MsrA act,0,-3,-3,2,-2,-3,-1,0
MT1-MMP act inh,2,-2,4,4,-1,1,-3,7

41. CCC(OC(=O)C1=Cc2ccccc2OC1)C(=O)NC1CCCC1 (configuration not stated)
42. Cc1cccc(NC2SC(=O)N(c3ccccc3)C2=O)c1 (configuration not stated)
43. CCOc1ccc(NC(=O)CSc2nnnn2CC(=O)O)cc1
44. CC1Cc2ccccc2N1C(=O)Cn1cnc2ccccc2c1=O (configuration not stated)
45. COc1ccc(C2CC(c3ccccc3)=NN2C(=O)c2ccc(F)cc2)cc1 (configuration not stated)
46. CC1CCCN(c2ccc(C(=O)Nc3nnc(C4CC4)s3)cc2[N+](=O)[O-])C1 (configuration not stated)
47. CC(=O)Nc1ccc2c(c1)Cc1c-2cc(Cl)c(NC(C)=O)c1Cl
48. Fc1ccc(C2CC(c3ccccc3)Nc3ncnn32)cc1 (configuration not stated)
screen / no.,41,42,43,44,45,46,47,48
MsrA inhibitor,0.1,1.0,-0.2,0.4,-0.7,-0.1,-0.9,0.0
eLon inh,-3,-16,-5,0,1,-5,-2,5
FAS TE block,-3,-2,-6,0,22,2,-2,-2
Rin1 Abl inh,-1,-2,1,1,-2,0,2,-3
Neddyl block,i,i,i,i,i,i,i,i
CendR NRP1 mod,-2,-1,9,3,1,-2,-3,-2
SKN-1 inh,11,10,0,-9,16,8,19,-10
MsrA act,-4,-4,-2,-6,-4,-3,-4,-7
MT1-MMP act inh,-8,-7,8,1,1,3,3,-1

Record cards, from the list above. Order of values: MsrA inhibitor | eLon inh | FAS TE block | Rin1 Abl inh | Neddyl block | CendR NRP1 mod | SKN-1 inh | MsrA act | MT1-MMP act inh
Shown for CC(=O)c1cccc(NC(=O)C(Sc2ncnc3ccccc23)c2ccccc2)c1 (configuration not stated) = 1.6 | 2 | 18 | -2 | i | 8 | 9 | -3 | -2
Shown for Fc1ccc(C2CC(c3ccccc3)Nc3ncnn32)cc1 (configuration not stated) = 0.0 | 5 | -2 | -3 | i | -2 | -10 | -7 | -1
Shown for COc1cccc(NC(=O)N2CCCCCC2)c1 = 1.6 | -3 | -4 | -2 | i | 6 | 2 | -3 | -1
Shown for CC(=O)CN1C(=O)NC(c2ccccc2)(c2ccccc2)C1=O = -0.3 | 7 | -4 | 5 | i | -9 | 9 | 0 | 2
Shown for CC(=O)Nc1ccc(NC(=O)C(C)OC(=O)CC2CCCCC2)cc1 (configuration not stated) = -0.5 | -2 | -8 | -2 | i | -6 | -12 | -3 | 3

Back to the main list, repeating the 2 entries before the break.
47. CC(=O)Nc1ccc2c(c1)Cc1c-2cc(Cl)c(NC(C)=O)c1Cl
48. Fc1ccc(C2CC(c3ccccc3)Nc3ncnn32)cc1 (configuration not stated)
49. COC(=O)C(CC(C)C)NC(=O)CNC(=O)c1ccccc1C (configuration not stated)
50. COC(=O)c1ccc(NC(=O)C[n+]2ccccc2)cc1
51. CCOc1ccc(CCN2C(=O)C(=O)N([C@@H](Cc3ccc(O)cc3)CN3CCC[C@H]3CN3C(=O)C(=O)NC[C@@H]3CC(C)C)C[C@@H]2Cc2ccccc2)cc1
52. CC1CCC(NC(=S)NCCN(C)C)CC1 (configuration not stated)
53. Nc1ccc(-c2nc3ccc(N)cc3[nH]2)cc1
54. COc1ccc(-c2cncnc2-c2ccc(OC)cc2O)cc1
screen / no.,47,48,49,50,51,52,53,54
MsrA inhibitor,-0.9,0.0,-1.6,-0.8,1.8,1.3,5.5*,1.4
eLon inh,-2,5,-7,-2,-5,0,3,-4
FAS TE block,-2,-2,-2,-3,0,-4,-4,1
Rin1 Abl inh,2,-3,4,4,·,3,1,-2
Neddyl block,i,i,i,i,i,i,·,i
CendR NRP1 mod,-3,-2,10,7,-5,5,5,0
SKN-1 inh,19,-10,6,5,11,-2,-1,-7
MsrA act,-4,-7,-1,0,-5,-2,-3,-4
MT1-MMP act inh,3,-1,7,-1,6,-3,12,-18

Individual results from the results shown.
entry 48 – MsrA inhibitor = 0.0
entry 29 – CendR NRP1 mod = 9
